mcGAS lum = inhibitors of mouse cGAS; Q8C6L5; recombinant cGAS, Kinase-Glo ATP depletion luminescence; inhibition, % at 12.5 µM; 0.15% of 160,000 active;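 further: 0% = negative control wells and 100% = reference inhibitor with no enzyme activity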
hcGAS lum = blocks human cGAS activity | recombinant h-cGAS, ATP depletion, Kinase-Glo luminescence | 0.081% of 290,000 active | Q8N884 | inhibition, % at 12.5 µM;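 further: 0% = vehicle reaction and 100% = reaction without DNA for no activity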
Target sequence (Q8N884 whole entry, looked up): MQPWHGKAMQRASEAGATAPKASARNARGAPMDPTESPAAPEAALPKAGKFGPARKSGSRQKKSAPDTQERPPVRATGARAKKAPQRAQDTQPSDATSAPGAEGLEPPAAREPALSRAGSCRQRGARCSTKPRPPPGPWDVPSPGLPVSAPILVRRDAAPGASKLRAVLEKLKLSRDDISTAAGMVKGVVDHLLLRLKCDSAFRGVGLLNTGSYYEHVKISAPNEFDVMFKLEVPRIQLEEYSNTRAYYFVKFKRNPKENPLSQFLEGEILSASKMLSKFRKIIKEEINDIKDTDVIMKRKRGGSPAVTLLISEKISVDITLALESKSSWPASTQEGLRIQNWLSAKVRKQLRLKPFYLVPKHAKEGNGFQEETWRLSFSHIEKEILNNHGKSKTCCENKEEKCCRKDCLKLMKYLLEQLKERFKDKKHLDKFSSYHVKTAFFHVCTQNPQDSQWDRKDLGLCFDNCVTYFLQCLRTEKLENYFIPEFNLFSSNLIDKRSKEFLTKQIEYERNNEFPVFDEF
NPYLR7 ag = activates Aedes aegypti NPYLR7 receptor; HEK293T NPYLR7/Galpha15, GCaMP6s calcium fluorescence; 0.15% of 270,000 active; activation, % at 10 µM; in the data active means activation above about 40%;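 further: 0% = vehicle and 100% = reference agonist at the receptor; some compounds past the cut are filed as inactive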
An asterisk follows results filed as active; . = not tested or not shown. Unless noted, no stated cut-off is given here; in the data, active means inhibition above about 40%; inactive means the rest.

1: Cc1nn(-c2ccccc2)c(C)c1P(C)(=O)c1ccccc1 (stereo unspecified)
2: CCCn1c(CN2CCCCC2C)nc2c1c(=O)n(C)c(=O)n2C (stereo unspecified)
3: O=C(Nc1ccc(F)cc1)Nc1ccc(Nc2ccc(-n3cccn3)nn2)cc1
4: CC(=O)N1c2ccccc2N=C2CC(C)(C)CC(=O)C2C1c1ccc([N+](=O)[O-])s1 (stereo unspecified)
5: COCCn1c(SCc2ccccc2OC(F)F)nnc1-c1cc(-c2ccccc2)nc2ccccc12
6: CC(CCOC(=O)c1cc([N+](=O)[O-])cc([N+](=O)[O-])c1)CCc1ccccc1 (stereo unspecified)

compound no.	1	2	3	4	5	6
mcGAS lum	.	-7	-10	-6	-5	.
hcGAS lum	-1	-4	-4	-5	-2	-9
NPYLR7 ag	-7	8	-6	5	-2	4

Of the compounds above, these contain four or more nitrogen atoms:
2: CCCn1c(CN2CCCCC2C)nc2c1c(=O)n(C)c(=O)n2C (stereo unspecified)
3: O=C(Nc1ccc(F)cc1)Nc1ccc(Nc2ccc(-n3cccn3)nn2)cc1
5: COCCn1c(SCc2ccccc2OC(F)F)nnc1-c1cc(-c2ccccc2)nc2ccccc12

compound no.	2	3	5
mcGAS lum	-7	-10	-5
hcGAS lum	-4	-4	-2
NPYLR7 ag	8	-6	-2

Carrying on.
7: CC(C)CC(NC(=O)CN)C(=O)NC(Cc1ccccc1)C(=O)O (stereo unspecified)
8: CCOC(=O)c1nn(-c2ccccc2)c(=O)cc1NC(=O)c1ccc(C(C)(C)C)cc1
9: CCC(=O)N(c1nnc(SCc2nc3ccsc3c(=O)[nH]2)s1)C1CC1
10: O=C(NCCC(=O)N1CCOCC1)c1cc2c(s1)CCCCCC2
11: O=C(c1csc(Cc2ccccc2)n1)N1CCCC1c1ccccn1 (stereo unspecified)
12: O=C1C(=C2SC(=S)N(C3CCS(=O)(=O)C3)C2=O)c2ccccc2N1Cc1ccccc1F (stereo unspecified)

compound no.	7	8	9	10	11	12
mcGAS lum	-3	-6	.	.	.	-8
hcGAS lum	-4	-6	-2	-5	-5	-5
NPYLR7 ag	-4	.	-1	5	8	0

13: Cc1ccc(S(=O)(=O)NC(=O)C2=CN(Cc3ccccc3)C=C(C#N)C2)cc1
14: CC1CN(S(=O)(=O)N(Cc2ccc(C(F)(F)F)cc2)C2CC2)CC(C)O1 (stereo unspecified)
15: CC1CCc2sc(C(=O)NCc3ccc4c(c3)OCO4)cc2C1 (stereo unspecified)
16: Cc1cc(NC(=O)CNC(c2cccs2)C(C)C)on1 (stereo unspecified)
17: O=c1ccc(-c2ccco2)nn1CCNS(=O)(=O)CCc1ccccc1
18: CCn1c(C2CCN(C(=O)Cn3ccc4ccccc43)CC2)n[nH]c1=O

compound no.	13	14	15	16	17	18
mcGAS lum	.	.	-7	0	-5	.
hcGAS lum	2	-2	-14	3	8	5
NPYLR7 ag	1	0	7	-3	0	0

19: O=C(CCCn1nc(-c2ccc(Cl)cc2)ccc1=O)NCc1ccc(F)cc1
20: Cc1nc(N2CCCCC2)ncc1-c1cc(=O)[nH]c(N2CCc3ccccc3C2)n1
21: CCC(=O)Nc1c(-c2cccc(F)c2)nc2ccccn12
22: COCCNc1nc(Oc2ccc(CC(=O)OC)cc2)c2sc(-c3ccccc3)cc2n1
23: O=C(C(c1ccccc1)S(=O)(=O)c1ccccn1)N1CCCC1 (stereo unspecified)
24: Cc1ccc(Cl)c2sc(N(Cc3ccccn3)C(=O)CN3C(=O)CCC3=O)nc12

compound no.	19	20	21	22	23	24
mcGAS lum	0	-7	-6	.	.	-14
hcGAS lum	-2	-7	-6	-9	-7	-8
NPYLR7 ag	-1	2	-3	9	11	3

25: Cc1ccc(C)c(N2CCN(c3ccc(S(=O)(=O)C(C)C)nn3)CC2)c1
26: CCN(CC)C(=O)c1cncc(-c2ccc(Oc3ccccc3)cc2)c1
27: Cc1cc(C(=O)N2CCN(c3nc4ccc(F)cc4s3)CC2)no1
28: CCOc1ccc(OCC(=O)OCC(=O)NC(C)CC)cc1 (stereo unspecified)
29: CCN(CC)C(=O)CCC1(Cc2ccc(F)c(OC)c2)CCC(=O)N1 (stereo unspecified)
30: Cc1cc(C)c2c3c(cn2n1)c(=O)n(C)c(=O)n3C

compound no.	25	26	27	28	29	30
mcGAS lum	-7	.	.	.	-7	.
hcGAS lum	-3	-4	-2	-5	2	-8
NPYLR7 ag	-4	8	-7	7	-2	13

31: Cc1ccc(F)c(CC(=O)N2CCOC(c3ccccc3)C2)c1F (stereo unspecified)
32: CCOC(=O)C1CCN(C(=O)Cc2nnc(Nc3cccc(C)c3)s2)CC1
33: O=C(O)c1ccc(-c2cccc(CN3CCOCC3)c2)c(Cl)c1
34: Cc1ccc(C=C(C(=O)O)c2ccc(S(=O)(=O)N3CCCC3)s2)s1
35: Cc1ccc(-c2nc3cc(C)ccn3c2NC(C)(C)C)cc1
36: CC(=O)Nc1ccc(S(=O)(=O)Nc2ccc(-c3ccc4nnc(C)n4n3)cc2)cc1

compound no.	31	32	33	34	35	36
mcGAS lum	.	.	.	.	-4	-7
hcGAS lum	-5	-3	1	-2	-6	-7
NPYLR7 ag	26	-9	8	7	2	-12

37: Cc1cc(=O)[nH]c(-n2nc(C)cc2NC(=O)c2cc(C)oc2C)n1
38: CC(C)(C)c1ncc2c(n1)CN(C(=O)C(Cc1cnc[nH]1)n1cccc1)C2 (stereo unspecified)
39: CC(C)c1nccc(CN(C)Cc2cccc3cnccc23)n1
40: Cc1nn(-c2ccc(F)cc2)c(C)c1C(=O)N1CCC2(CN(C)C(=O)O2)C1 (stereo unspecified)
41: CCN(Cc1ccc(C(N)=O)cc1)Cc1ccc(Cl)s1
42: CCNC(=S)NN=Cc1sccc1C

compound no.	37	38	39	40	41	42
mcGAS lum	-7	2	.	.	.	.
hcGAS lum	-9	2	-5	-4	-15	-3
NPYLR7 ag	9	-6	-5	4	-5	6

43: O=C(Nc1sc2c(c1C(=O)O)CCC2)c1ccco1
44: COc1ccc(C2c3cccn3CCCN2CCC(C)C)c(OC)c1OC (stereo unspecified)
45: CC(C)c1ccc(-c2nc(CNc3ccccc3C(N)=O)cs2)cc1
46: O=C(c1cccs1)C1C(c2cccs2)NC(=S)NC1(O)C(F)(F)F (stereo unspecified)
47: Clc1ccc(CN2CCC(Oc3ccncc3)C2)c(Cl)c1 (stereo unspecified)
48: COc1ccccc1NC(=O)N1CCC2(CC1)SCCN2C(=O)COc1ccccc1

compound no.	43	44	45	46	47	48
mcGAS lum	.	-5	-15	.	.	-6
hcGAS lum	-9	-6	-8	-2	-13	-3
NPYLR7 ag	9	-3	1	15	1	1

49: CC(C)(C)c1ccc(OC(=O)CN2C(=O)C3C4CCC(C4)C3C2=O)cc1 (stereo unspecified)
50: Cc1nn(C)c(C)c1CNC(=O)CCn1cnc2c([nH]c3ccccc32)c1=O
51: O=c1oc2ccccc2cc1-c1csc(Nc2ccccc2I)n1
52: O=c1[nH]c2ccccc2c2c1Nc1[nH]c(=O)c3ccccc3c1C2c1ccccc1 (stereo unspecified)
53: COc1ccc(NC(C)=O)cc1NS(=O)(=O)c1c(C)n(C)c(=O)n(C)c1=O
54: OC(COCc1ccccc1)CN(CCN1CCOCC1)Cc1ccco1 (stereo unspecified)

compound no.	49	50	51	52	53	54
mcGAS lum	-6	-8	-5	.	-1	-5
hcGAS lum	-5	-6	-8	-1	5	-9
NPYLR7 ag	2	.	-4	4	-2	26

Reprinted at random: three compounds from above, in no set order.
18: CCn1c(C2CCN(C(=O)Cn3ccc4ccccc43)CC2)n[nH]c1=O
30: Cc1cc(C)c2c3c(cn2n1)c(=O)n(C)c(=O)n3C
7: CC(C)CC(NC(=O)CN)C(=O)NC(Cc1ccccc1)C(=O)O (stereo unspecified)

compound no.	18	30	7
mcGAS lum	.	.	-3
hcGAS lum	5	-8	-4
NPYLR7 ag	0	13	-4

More results.
55: O=C(c1cn[nH]n1)N(Cc1cccnc1)Cc1ccsc1
56: COc1ccc(N(C)S(=O)(=O)c2ccc(OC)c(N3CCN(C(=O)c4ccc(Cl)c(Cl)c4)CC3)c2)cc1
57: C=CCn1c(SCc2ccc(C#N)cc2)nnc1-c1ccc(F)cc1
58: CCc1cnc2c(c1SCc1ccccc1C)c(=O)n(C)c(=O)n2C
59: Cc1ccccc1-c1cn(CC(=O)NCCc2ccc(Cl)cc2)nc1N1CCOCC1
60: CC1(C(=O)NS(=O)(=O)c2ccc(Cl)s2)CCN1C(=O)Cc1ccc(Cl)cc1Cl (stereo unspecified)

compound no.	55	56	57	58	59	60
mcGAS lum	-11	-8	-7	-9	.	.
hcGAS lum	-6	-10	-8	-12	1	-2
NPYLR7 ag	5	24	.	8	47	6

61: O=C(NC(Cc1ccccc1)c1ccccc1)C1CCCO1 (stereo unspecified)
62: NC(=O)CSc1nnc2[nH]c(=O)c3c(n12)CCCC3
63: CN(C)CCCN1C(c2ccccc2)=CC(=C2C(=O)N(C)C(=O)N(C)C2=O)C2=C1CCCC2
64: O=C(O)c1cccn(Cc2ccccc2Cl)c1=O
65: Cc1ccccc1OCCNC(=O)c1c(Cl)nc2ccccn12
66: COCc1ccc(C(=O)NC2C3CC4CC(C3)CC2C4)cc1 (stereo unspecified)

compound no.	61	62	63	64	65	66
mcGAS lum	.	-8	-7	.	.	.
hcGAS lum	-4	-3	-7	-5	-13	-7
NPYLR7 ag	1	-4	-7	-2	5	-9

67: Cc1cc(NC(=O)CN(C)CCNC(=O)C2CCCC2)no1
68: Cc1cc(CNC(=O)CC2NC(=O)c3ccccc32)c2[nH]c(C)c(C)c2c1 (stereo unspecified)
69: COCCCN(CC(=O)N(Cc1ccccc1)Cc1cccn1Cc1cccc(OC)c1)C(=O)c1ccc(C(F)(F)F)cc1
70: Cc1cc(NC(=O)C(c2ccccc2)N2CCCC(C(F)(F)F)C2)no1 (stereo unspecified)
71: O=S1(=O)N=C(N2CCN(S(=O)(=O)c3cccs3)CC2)c2ccccc21
72: O=C(Cn1c(=O)oc2ccccc21)Nc1cccc2c1CCCC2

compound no.	67	68	69	70	71	72
mcGAS lum	.	-15	-4	.	.	.
hcGAS lum	-6	-6	-12	-7	-2	-7
NPYLR7 ag	1	5	-6	4	12	8

73: CCCc1cc(=O)[nH]c(-n2nc(C)cc2NC(=O)c2cc(OC)c(OC)c(OC)c2)n1
74: Cc1nnc(-c2ccccc2-c2ccc(C(=O)N(C)C)cc2)s1
75: c1ccc(CNc2nc(Oc3ccncc3)c3sccc3n2)cc1
76: CCCn1c(N2CCN(CCc3ccccc3)CC2)nc2c1c(=O)[nH]c(=O)n2C
77: NC(=NOS(=O)(=O)c1ccc2ccccc2c1)c1ccccn1
78: CNS(=O)(=O)C1CCN(C(=O)c2cc3c(C)cc(C)cc3[nH]2)CC1

compound no.	73	74	75	76	77	78
mcGAS lum	0	.	.	-6	-4	.
hcGAS lum	0	-2	-15	1	-6	-6
NPYLR7 ag	-10	-3	8	2	5	13

79: CC(C)(C)OC(=O)N1CCN(c2c3c(nc4ncnn24)CCCC3)CC1
80: O=C(c1cccnc1)N1N=C(c2ccncc2)CC1(O)C(F)(F)F (stereo unspecified)
81: CC(C)c1onc(-c2c(Cl)cccc2Cl)c1COc1ccc(/C=C/c2cccc(C(=O)O)c2)c(Cl)c1
82: O=c1[nH]nc(-c2cccs2)c2sc(N3CCCCC3)nc12
83: COc1ccc(C2CC(=O)C3=C(C2)N=C(C)C(C(=O)OCC(C)C)C3c2ccncc2)cc1 (stereo unspecified)
84: CC(C)c1nc(Cc2ccc3c(c2)OCO3)n(-c2ccccn2)n1

compound no.	79	80	81	82	83	84
mcGAS lum	-7	.	.	.	-3	-7
hcGAS lum	-1	-8	-2	-13	0	-3
NPYLR7 ag	28	-2	-10	0	-4	.

Part of the list above with just hcGAS lum.
| no. | Molecule | hcGAS lum |
| --- | --- | --- |
| 81 | CC(C)c1onc(-c2c(Cl)cccc2Cl)c1COc1ccc(/C=C/c2cccc(C(=O)O)c2)c(Cl)c1 | -2 |
| 82 | O=c1[nH]nc(-c2cccs2)c2sc(N3CCCCC3)nc12 | -13 |
| 83 | COc1ccc(C2CC(=O)C3=C(C2)N=C(C)C(C(=O)OCC(C)C)C3c2ccncc2)cc1 (stereo unspecified) | 0 |

Continued.
85: Cc1ccc(C)c(-n2nc(-c3cccs3)cc2C(=O)NC2CCN(Cc3ccccc3)CC2)c1
86: O=S(=O)(c1c(F)cccc1F)N1CCC(c2cn(Cc3ccc(C(F)(F)F)cc3)c3ccccc23)CC1
87: CN(CC(=O)Nc1ccccc1Cl)Cc1nc(-c2cccs2)no1
88: O=C(CN1C(=O)c2ccccc2C1=O)Nc1ccccc1C(=O)N1CCOCC1

compound no.	85	86	87	88
mcGAS lum	-5	-6	.	-3
hcGAS lum	-8	3	3	-13
NPYLR7 ag	20	18	4	1

One compound at a time (already shown).
`O=C(CN1C(=O)c2ccccc2C1=O)Nc1ccccc1C(=O)N1CCOCC1` across the screens: mcGAS lum = -3; hcGAS lum = -13; NPYLR7 ag = 1
`O=S(=O)(c1c(F)cccc1F)N1CCC(c2cn(Cc3ccc(C(F)(F)F)cc3)c3ccccc23)CC1` across the screens: mcGAS lum = -6; hcGAS lum = 3; NPYLR7 ag = 18

Compound activity deposited in PubChem by Fisher Drug Discovery Resource Center.
